Nrf2 ARE act: activators of Nrf2 (ARE) signaling; AREc32 ARE-luciferase reporter (MCF7-derived line), luminescence, 24 h; Potency, µM (top dose mostly 46.1 µM), inactives show top-dose activation, usual class: activators; actives 0.31% (n = 410,000); AID 624171; further: potency means the concentration at half of the fitted maximal effect; % of control where 0% means no effect; nearly all actives have a fitted effect of over 65% in size
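Luminescent ARE reporter assay in AREc32_Fluc cells: overnight plating at 37 deg C, 24 hr compound incubation, Steady-Glo added, 30 min RT before reading.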
A549 viability: A549 cytotoxicity, counter-screen for Nrf2 inhibitors. A549 ARE-Fluc cells, CellTiter-Fluor viability, 18-24 h. Potency, µM (titrated, usually from 46 µM), for the others: at the top dose activity change, negative = cytotoxicity, usual class: inhibitors. actives 0.16% (n = 390,000); further: potency means the concentration at half of the fitted maximal effect; on the % scale 0 is the no-effect control and ±100 the full control effect
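Cytotoxicity counterscreen: CellTiter-Fluor fluorescence was measured in A549 ARE_Fluc cells after 18-24 h of compound exposure in a concentration series. The subsequent BugLite luminescent read reports ARE-luciferase activity.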
CCT chaperon mod: changes cytosolic chaperonin activity; purified chaperonin ATPase assay, HTRF ADP detection, 30 min; activity change, % (test concentration not listed), hits read low; actives 0.3% (n = 360,000); AID 651819; in the data active means activity change below about -30%; further: on the % scale 0 is the no-effect control and ±100 the full control effect
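Nucleotide hydrolysis assay: TRiC at 20–40 nM final (set by batch activity) with 10 uM ATP, 30 min at 37 °C, in presence of 76 uM compound. Detection by competitive ADP HTRF, 30 min ambient.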
Nrf2 inh: inhibitors of Nrf2 signaling. A549 ARE-Fluc reporter, luciferase luminescence, 18-24 h. Potency, µM (highest dose often 46 µM), inactives show at the highest dose activity change, negative = inhibition, hits mostly inhibitors. actives 2.1% (n = 360,000). AID 504444; further: potency means the concentration at half of the fitted maximal effect; on the % scale 0 is the no-effect control and ±100 the full control effect; nearly all actives have a fitted effect of over 60% in size
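Reporter: ARE-Fluc in A549. Exposure: 18-24 h, 37 °C, 5% CO2, 5% FBS OPTI-MEM. Readouts: fluorescent cytotoxicity (CellTiter-Fluor), then luminescent Nrf2 signal after BugLite.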
MmCpn inh: inhibitors of Methanococcus maripaludis chaperonin (MmCpn). Potency, µM (titrated, usually from 76.9 µM), without a hit: at the top dose activity, negative = inhibition, usual class: inhibitors. actives 0.031% (n = 330,000). AID 504842. purified Mm-Cpn ATPase, ADP Transcreener TR-FRET; further: potency means the concentration at half of the fitted maximal effect; on the % scale 0 is the no-effect control and ±100 the full control effect; nearly all actives have a fitted effect of over 80% in size
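Purified archaeal chaperonin (25 nM final) was preincubated with compound for 10 min at 37°C, then ATP (10 uM final) was added for 30 min at 37°C in Tris pH 7.4/KCl/MgCl2/DTT buffer. ADP was quantified by HTRF Transcreener TR-FRET.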
HepG2 tox: HepG2 cytotoxicity, counter-screen for TGF-b inhibitors; HepG2 CAGA-GFP viability, ATP luminescence, 18 h; Potency, µM (series often up to 46.1 µM), for inactives: top-dose activity change, negative = cytotoxicity, most hits filed as cytotoxic; actives 0.76% (n = 410,000); further: potency means the concentration at half of the fitted maximal effect; some results filed as inactive show a strong effect at the top dose
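HepG2 CAGA-GFP cells (1000/well, DMEM with 1% FBS) received compound, then TGF-beta at 500 pg/mL final, and were incubated 18 hours at 37 degrees C. Viability was read by CellTiter-Glo luminescence. Media-only wells were set as complete cell-killing and DMSO as no toxicity.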
Abeta yeast res: compounds reversing amyloid beta toxicity in yeast; yeast expressing A-beta42, growth rescue, OD600, 48 h; response scale: 0% DMSO, 100% iron-clioquinol control; Potency, µM (series often up to 46.1 µM), for the others: at the top dose growth rescue, actives largely listed as activators; actives 0.063% (n = 410,000); further: potency means the concentration at half of the fitted maximal effect; nearly all actives have a fitted effect of over 55% in size
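Growth rescue measured by 600 nm absorbance after 48 h yeast culture at 30 C with compound. Values normalized between DMSO and an equimolar ferric chloride plus clioquinol control.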
Akt phos inh: blocks phosphorylation of Akt. Neuro2A IGF-stimulated pAkt S473 HTRF, 20 min; active compounds read low. activity change, % for hits at 50 µM. actives 0.32% (n = 360,000). AID 651550; in the data active means activity change below about -80%; inconclusive means mostly about -51% to -80%; further: on the % scale 0 is the no-effect control and ±100 the full control effect
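Neuro2A cells (4,500/well, DMEM with 0.5% FBS) were treated with compound at a single 50 µM final concentration, stimulated with 6 nM IGF for 20 min at 37 °C, and lysed. Phospho-Akt Ser473 was read by HTRF as 665/615 ratio ×10^4.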
TGFb SMAD3 inh: TGF-b pathway inhibition | HepG2 CAGA-GFP TGF-b/SMAD3 reporter, GFP fluorescence, 18 h; TGF-beta stimulated, 500 pg/mL final | Potency, µM (highest dose often 46.1 µM), inactives show top-dose activity, negative = inhibition, most hits filed as inhibitors | actives 1.2% (n = 410,000); further: potency means the concentration at half of the fitted maximal effect; on the % scale 0 is the no-effect control and ±100 the full control effect; nearly all actives have a fitted effect of over 65% in size
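Read-out: total well GFP (ex488/em500-530) summed from mean per-cell fluorescence. Cells: HEPG2 CAGA-GFP, 1% FBS DMEM, 18 h at 37 degrees C with 500 pg/mL final TGF-beta. Unstimulated wells served as the full-inhibition control; stimulated DMSO wells = 0%.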
* = called active by the depositor; i = inactive; ? = inconclusive; . = no result given; [ ] = remark or other dose. Unless noted, the call rests on the fitted dose curve; in most records, active means well fitted curve in the direction sought with a large enough effect; inconclusive means small, poorly fitted or top-dose-only effect, or another doubt; inactive means no such curve, though single readings can be large; an effect the other way counts as inactive or inconclusive.

SMILES	Nrf2 ARE act	A549 viability	CCT chaperon mod	Nrf2 inh	MmCpn inh	HepG2 tox	Abeta yeast res	Akt phos inh	TGFb SMAD3 inh
COC(=O)CNC(=O)Cn1cnc2sc(C)c(S(=O)(=O)N3CCN(c4ccccc4OC)CC3)c2c1=O	0.2%	0%	-2.1	10%	1%	-30%	-8%	i	?
O=C(CNC(=O)c1ccccc1)OCCCOC(=O)CNC(=O)c1ccccc1	0.4%	-2%	-2.3	5%	-2%	3%	11%	i	13%
O=C(CSc1nc2ccccc2[nH]1)Nc1c(F)c(F)c(F)c(F)c1F	-1.0%	1%	-1.3	-7%	3%	-25%	4%	i	-28%
O=C1NCCN1Cc1ccccc1	-0.2%	3%	-5.6	.	0%	-5%	4%	i	0%
CC1(CC(=O)N/N=C/c2ccc(-c3ccc(Cl)cc3)o2)OCCO1	0.6%	5%	-1.2	?	1%	33%	3%	i	6%
Cc1cccc(-n2nc3c(c2NC(=O)c2ccc(Br)o2)CSC3)c1	-0.3%	-7%	1.1	-23%	?	0%	-13%	.	1%
O=C(Cc1coc2cc(O)ccc12)N1CCN(S(=O)(=O)c2ccc(Br)cc2)CC1	0.4%	-5%	-0.6	?	.	-5%	-5%	i	-30%
COc1ccc(-c2cc3nc(NCC4CCCCC4)n(C)c(=O)c3s2)cc1OC	0.4%	.	-5.4	.	.	-29%	22µM*	i	10µM*
Cc1ccccc1-c1cnn(-c2cccc([N+](=O)[O-])c2)c1N	2.9%	1%	0.5	18%	1%	-5%	15%	i	1%
Nc1ccc(C#Cc2ccc3oc4ccccc4c(=O)c3c2)cc1	8.7%	-9%	-0.5	?	.	-39%	7%	i	?
O=C(NCc1ccc(F)cc1)c1nnc(Cc2cccc(F)c2)o1	-0.5%	24%	.	-5%	.	4%	-22%	.	19%
COc1ccc(C(CNc2nc(-c3cccnc3)nc3ccccc23)N(C)C)cc1 (stereo not drawn)	21%	-4%	-0.5	-3%	-2%	-20%	7%	i	-15%
Cc1ccc(C(=O)Nc2ccc(N3CCOCC3)cc2)cc1	0.0%	-3%	-2.5	2%	2%	-2%	-2%	i	0%
Cc1ccc(-c2nnn(CC(=O)NCc3ccccc3)n2)c(-n2cnnn2)c1	0.6%	-1%	0.4	22%	-1%	6%	6%	?	2%
C#CCOCCOCCOCCNc1nc(N2CCN(C(=O)[C@H]([C@@H](C)CC)n3cc([C@@H](N)Cc4ccc(O)cc4)nn3)CC2)nc(N2CCN(C(=O)[C@H](Cc3ccc(O)cc3)n3cc([C@@H](N)C(C)CC)nn3)CC2)n1 (stereo partly drawn)	0.5%	?	-0.9	-6%	.	-4%	1%	i	6%
COc1ccc(NC(=O)CN2CCN(Cc3ccc(F)cc3)S2(=O)=O)cc1Cl	3.0%	6%	.	.	.	-19%	-7%	.	-31%
CCOc1ccc2nc(N3CCCC(C(=O)Nc4ccc(CC)cc4)C3)sc2c1 (stereo not drawn)	1.3%	-2%	.	?	.	1%	16%	.	-18%
CCS(=O)(=O)N1CCc2cc(C(=O)NCCc3ccccc3)ccc21	0.1%	0%	.	6%	.	-1%	-31%	.	6%
O=C(Nc1nc(-c2ccccn2)cs1)c1ncc(Cl)c(Cl)c1Cl	?	-18%	-3.2	-14%	-3%	-21%	-83%[inhibitor]	i	?
Cc1ccc(-c2c(C(=O)Nc3ccccc3C)c(C)[nH]c(=S)c2C#N)o1	2.5%	-5%	-2.2	4%	-2%	1%	-8%	i	3%
COc1cc(CNCCSc2nnnn2C)cc(OC)c1OC	-0.7%	0%	-3.1	.	0%	-3%	0%	i	0%
COc1cc(Cn2c(=O)c3c(OC)c(C)cnc3n(C)c2=O)cc(OC)c1	-0.2%	1%	-52*	-13%	-5%	-10%	8%	i	11%
Cc1ccccc1Nc1nc(N)nc(CN2CCN(c3ccccn3)CC2)n1	0.1%	1%	2.2	.	-4%	-41%	21%	i	?
CCCc1cc(=O)n2[nH]c(NCc3c(Cl)cccc3Cl)nc2n1	-0.2%	2%	-1.2	-14%	0%	-2%	9%	i	-21%
COc1ccc(NC(=O)CSc2cn[nH]n2)cc1OC	0.3%	2%	-1.9	0%	1%	2%	-5%	i	-6%
SMILES	Nrf2 ARE act	A549 viability	CCT chaperon mod	Nrf2 inh	MmCpn inh	HepG2 tox	Abeta yeast res	Akt phos inh	TGFb SMAD3 inh
CC1(CCc2ccccc2)NC(=O)NC1=O (stereo not drawn)	0.1%	-1%	0.8	10%	.	10%	0%	i	-5%
COc1cc(C(CC(=O)Nc2ccc(C)c(F)c2)N2Cc3ccccc3C2=O)cc(OC)c1OC (stereo not drawn)	-0.2%	2%	.	4%	.	-3%	3%	.	-2%
CCOC(=O)c1c(/N=C/c2cc([N+](=O)[O-])ccc2O)sc(C)c1C	-0.6%	8%	-0.5	5%	-2%	3%	5%	i	-7%
Cc1nc2c(ccc3nc(NC(=O)C4CC4)sc32)s1	7.7%	-9%	1.6	?	-1%	3%	0%	i	?
O=C(CN(Cc1ccccc1F)S(=O)(=O)c1ccc(Cl)cc1)NCC1CCCO1 (stereo not drawn)	-0.8%	-2%	-0.1	-12%	0%	-20%	6%	i	3%
O=C(O)c1cccc(-c2csc(C(O)c3ccccc3)n2)c1 (stereo not drawn)	-2.1%	.	2.3	.	.	0%	6%	i	-9%
Cc1ccc(S(=O)(=O)NCC(=O)OCCOc2ccc(Br)cc2)cc1	0.6%	5%	-0.9	-8%	3%	0%	11%	i	1%
COC(=O)c1cc(C(=O)OCC(=O)NCc2cccs2)cc([N+](=O)[O-])c1	0.1%	7%	-2.6	5%	1%	-7%	-1%	i	-3%
CCCc1ncc(C(O)c2cccc3ccccc23)n1C (stereo not drawn)	-0.1%	5%	0.3	-2%	0%	-16%	-1%	i	-12%
O=C(CSc1nnc(CNC(=O)c2ccccc2)o1)Nc1ccc2c(c1)OCO2	-0.7%	1%	-1.4	-8%	-1%	-10%	-3%	i	-9%
CCN1C(=O)[C@@H]2[C@@H](c3ccc(-c4ccc(F)cc4)cc3)N3CCC[C@@]3(C(=O)OC)[C@@H]2C1=O	0.1%	1%	-0.9	-18%	1%	-20%	-18%	i	-18%
O=C(O)COCC(=O)Nc1ccc(OCCc2ccccc2)cc1	-0.1%	-1%	-1.7	1%	-1%	-33%	2%	i	-16%
CCOc1cc2[nH]c(=O)n(CCCC(=O)N3CCN(c4cccc(Cl)c4)CC3)c(=O)c2cc1OCC	-0.1%	-24%	.	.	.	-10%	-10%	.	-21%
CC(NC(=O)C1CCN(S(=O)(=O)c2cnc[nH]2)CC1)c1ccccc1 (stereo not drawn)	-0.5%	-5%	-3.6	15%	-1%	-16%	4%	i	3%
CC(=O)c1cccc(S(=O)(=O)N2CCCC(c3nc4c(nnn4Cc4ccccc4Cl)c(=O)[nH]3)C2)c1 (stereo not drawn)	0.2%	?	-2.7	?	4%	-2%	-9%	i	1%
CC(=O)c1cccc(-c2ccnc3c2CC(C(=O)NC(C)C)O3)c1 (stereo not drawn)	-1.1%[9.22 µM]	.	-2.3	.	.	-13%	22%	i	1%
Cc1cc(-c2ccc(S(=O)(=O)Nc3ccc(Cl)cc3C)cc2)on1	-0.2%	-9%	.	21µM*	.	-31%	33%	.	13µM*
COc1ccc(CC(=O)NCc2ccccc2)cc1S(=O)(=O)N1CCOCC1	-0.8%	2%	-4.5	15%	-1%	-12%	4%	i	-13%
CC1(C)CC(=O)C2=C(C1)N(c1cccc(Cl)c1)C(=O)NC2(C(F)(F)F)C(F)(F)F	0.2%	-3%	1.2	0%	3%	-68%	-1%	i	8%
C#CC1(NC(=O)NC(C)(C)C)CCCCC1	-0.1%	0%	1.4	-19%	2%	-6%	1%	i	-3%
Cc1nn(C)cc1S(=O)(=O)NCc1ccc2c(c1)OCO2	1.3%	1%	0.0	-10%	3%	8%	-12%	i	25%
COc1ccc(/C=C\c2nc(O)c([N+](=O)[O-])c(=O)[nH]2)cc1O	0.1%	-26%	-1.3	-8%	0%	1%	-6%	i	5%

Retrieved by structure from the entries so far, 6 records:
SMILES	Nrf2 ARE act	A549 viability	CCT chaperon mod	Nrf2 inh	MmCpn inh	HepG2 tox	Abeta yeast res	Akt phos inh	TGFb SMAD3 inh
COc1ccc(/C=C\c2nc(O)c([N+](=O)[O-])c(=O)[nH]2)cc1O	0.1%	-26%	-1.3	-8%	0%	1%	-6%	i	5%
CC(=O)c1cccc(-c2ccnc3c2CC(C(=O)NC(C)C)O3)c1 (stereo not drawn)	-1.1%[9.22 µM]	.	-2.3	.	.	-13%	22%	i	1%
CCOC(=O)c1c(/N=C/c2cc([N+](=O)[O-])ccc2O)sc(C)c1C	-0.6%	8%	-0.5	5%	-2%	3%	5%	i	-7%
CC(NC(=O)C1CCN(S(=O)(=O)c2cnc[nH]2)CC1)c1ccccc1 (stereo not drawn)	-0.5%	-5%	-3.6	15%	-1%	-16%	4%	i	3%
Cc1nn(C)cc1S(=O)(=O)NCc1ccc2c(c1)OCO2	1.3%	1%	0.0	-10%	3%	8%	-12%	i	25%
C#CC1(NC(=O)NC(C)(C)C)CCCCC1	-0.1%	0%	1.4	-19%	2%	-6%	1%	i	-3%

Screens as filed in PubChem BioAssay.
